OX1R antag-1 – human HCRTR1 antagonism; O43613; inhibition, % at 5 µM; actives 0.43% (n = 330,000); AID 434989; CHO/OX1R cells, Fluo-8 calcium fluorescence, orexin A;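 active = inhibition above its plate's threshold, mean inhibition of all tested compounds on the plate plus 3 SD, cut at about 37% in these data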;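 note: 0% = orexin A challenge wells and 100% = SB-334867-A antagonist wells; not every result past the cut was called active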
Target sequence (O43613 whole entry, looked up): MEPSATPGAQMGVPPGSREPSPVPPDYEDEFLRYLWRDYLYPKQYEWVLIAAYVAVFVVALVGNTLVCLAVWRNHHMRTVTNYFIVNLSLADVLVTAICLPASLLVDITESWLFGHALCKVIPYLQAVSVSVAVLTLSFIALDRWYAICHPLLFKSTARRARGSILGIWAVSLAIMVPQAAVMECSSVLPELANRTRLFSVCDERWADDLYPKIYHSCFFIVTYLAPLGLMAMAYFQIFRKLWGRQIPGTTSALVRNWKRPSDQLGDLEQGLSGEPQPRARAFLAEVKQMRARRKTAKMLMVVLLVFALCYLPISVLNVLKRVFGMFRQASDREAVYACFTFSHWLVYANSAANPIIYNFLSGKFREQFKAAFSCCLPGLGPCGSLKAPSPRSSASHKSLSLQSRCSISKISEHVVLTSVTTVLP
OX1R antag-2 – OX1R (human) antagonism. AID 485270. inhibition, % at 6.6 µM. O43613. actives 1.8% (n = 330,000). OX1R-expressing cells, FRET antagonist read-out; in the data active = inhibition mostly above about 38%, no sharp cut-off; inactive = mostly below about 40%;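 note: 0% = agonist challenge alone and 100% = reference antagonist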
CHT PAM – allosteric activators of human choline transporter CHT; Q9GZV3; CHT-expressing cells, membrane potential dye, choline EC20; active compounds read high; LV-AA mutant CHT in HEK293 cells; B-score at 10 µM; actives 0.49% (n = 310,000);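 active = initial fluorescence not abnormally high and integrated response B-score, plate-corrected, over 3 SD above library mean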
Target sequence (Q9GZV3 whole entry, looked up): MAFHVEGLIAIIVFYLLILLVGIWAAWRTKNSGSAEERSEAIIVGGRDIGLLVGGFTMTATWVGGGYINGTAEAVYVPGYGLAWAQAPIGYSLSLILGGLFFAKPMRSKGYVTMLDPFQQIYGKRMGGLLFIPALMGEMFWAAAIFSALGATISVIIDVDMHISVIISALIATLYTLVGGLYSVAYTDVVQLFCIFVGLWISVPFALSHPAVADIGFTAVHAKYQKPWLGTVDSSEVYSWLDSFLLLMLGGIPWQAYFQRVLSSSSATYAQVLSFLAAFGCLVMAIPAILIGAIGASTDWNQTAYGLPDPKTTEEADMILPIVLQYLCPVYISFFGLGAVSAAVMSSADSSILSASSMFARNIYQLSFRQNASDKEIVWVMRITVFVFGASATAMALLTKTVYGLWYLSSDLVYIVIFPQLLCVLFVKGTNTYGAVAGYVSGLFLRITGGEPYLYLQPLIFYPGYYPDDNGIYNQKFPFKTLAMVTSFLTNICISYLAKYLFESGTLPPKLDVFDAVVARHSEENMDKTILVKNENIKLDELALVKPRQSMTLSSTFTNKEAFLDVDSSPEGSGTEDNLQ
Numbers without * were called inactive; i = inactive; / = not tested or not shown. Random draw from the library; any-hit rate near 2.5%.

SMILES	OX1R antag-1	OX1R antag-2	CHT PAM
O=C(NNC(=O)c1cc(-c2ccc(Cl)c(Cl)c2)nc2ccccc12)Nc1ccccc1	-16.0	9.1	i
S=C(c1ccc(-c2ccc(Br)cc2)o1)N1CCOCC1	-41.7	8.1	i
Clc1ccc(CSc2ccc(-c3ccccn3)nn2)cc1	-25.3	8.1	i
COc1cccc(-c2nc(C(=O)NCCCN3CCOCC3)cc3c2[nH]c2ccccc23)c1	-28.3	16.2	i
CC1=C(C(=O)OCCOc2ccccc2)C(c2ccc(C)o2)C2=C(CC(C)(C)CC2=O)N1 (centres undefined)	-13.3	42.4	i
Cc1cc(C(C)(C)C)oc1C(=O)N(CC(=O)NC1CCCC1)Cc1ccccc1	7.5	13.7	i
O=C(NCCCN1CCCC1=O)c1cccc(S(=O)(=O)NCc2ccccc2)c1	-9.0	25.3	i
CCOC(=O)N1CCN(C(=O)CSc2nnc(-c3c[nH]c4ccccc34)n2CCOC)CC1	-5.9	-1.9	i
CCc1cccc(C)c1NC(=O)CSc1nc(C)c(C)o1	-19.4	-1.4	i
COC(=O)CCCCNC(=O)Nc1ccccc1	-13.3	4.0	i
CC(c1ccccc1)C1CC(=O)N(c2cc(Cl)ccn2)C1=O (centres undefined)	-25.8	9.8	i
CN1CCN(NC(=S)NC2CCCCC2)CC1	-13.6	-0.4	i

Complete entries, quoted from the list. Screens in order: OX1R antag-1	OX1R antag-2	CHT PAM
`CC(c1ccccc1)C1CC(=O)N(c2cc(Cl)ccn2)C1=O` (centres undefined) is listed with -25.8	9.8	i
`CC1=C(C(=O)OCCOc2ccccc2)C(c2ccc(C)o2)C2=C(CC(C)(C)CC2=O)N1` (centres undefined) is listed with -13.3	42.4	i
`CN1CCN(NC(=S)NC2CCCCC2)CC1` is listed with -13.6	-0.4	i
`Cc1cc(C(C)(C)C)oc1C(=O)N(CC(=O)NC1CCCC1)Cc1ccccc1` is listed with 7.5	13.7	i

Additional results.
SMILES	OX1R antag-1	OX1R antag-2	CHT PAM
O=C(CCS(=O)(=O)c1cccs1)Nc1ccc(C(=O)NCc2ccccc2)cc1	-10.8	10.5	i
COc1ccc(C(=O)NC(=S)N(C)C2CCCCC2)cc1Br	-12.0	23.1	i
Oc1ccccc1CN1CCN(C(O)(c2ccccc2)c2ccccc2)CC1	-29.4	0.4	i
Cc1ccc(NS(=O)(=O)c2ccc3c(c2)CCC(=O)N3)cc1	-3.9	8.9	/
O=C1c2ccccc2C(=O)N1CSc1nnc(Nc2ccccc2)s1	-33.9	13.4	i
Cc1ccc(-c2noc(CCC(=O)N3CCN(c4cc(C)ccc4C)CC3)n2)cc1	-30.7	9.9	/
N#Cc1ccsc1NC(=O)CSc1nncs1	-4.5	2.0	/
Cc1ccc2cccc(Oc3ncnc4sc(C)c(C)c34)c2n1	-1.9	12.9	i
O=C(NCCCN1CCOCC1)c1ccc(CS(=O)(=O)Cc2ccccc2Cl)o1	-1.9	3.2	i
COc1cccc(NC(=O)C(C)OC(=O)CCCNC(=O)c2ccc(Cl)cc2)c1 (centres undefined)	-6.8	7.5	i
CCOc1ccc(CCNC(=O)CCOc2cc(C)ccc2C)cc1OCC	-18.4	53.8	i
Cc1csc(=O)n1CC(=O)OCC(=O)Nc1ccc(F)c(F)c1	-2.8	5.4	i
CCOC(=O)CSc1nc2ccccc2n1CC(=O)N1CCN(c2ccccc2)CC1	-19.9	11.0	i
COc1cccc(C(=O)CC(=O)C(=O)Nc2cc(OC)c(OC)c(OC)c2)c1	11.8	-2.0	i
Cc1ccc(NC(=O)CCNC(=O)c2ccccc2)cc1F	-6.6	17.2	i
O=C(CCn1c(=O)oc2ccccc21)NCCN1CCc2ccccc2C1	-26.2	12.8	i
NC(=O)CC(NC(=O)Cc1ccc(Br)cc1)c1ccc(N2CCN(c3ccccn3)CC2)c([N+](=O)[O-])c1 (centres undefined)	-31.2	14.2	i
C/C(=N\NC(=O)c1ccc(N(C)C)cc1)c1ccc(C)c(C)c1	-11.9	13.0	i
C[C@H](NC(=O)C1CCN(S(=O)(=O)c2ccccc2)CC1)C(=O)NCc1ccc(F)cc1	-3.6	24.8	i
COc1ccc(CNC(=O)C(=O)NCc2cccnc2)cc1	6.6	10.9	i
COC(=O)c1ccc(C(=O)OC)c(NC(=O)CN2CCCCC2)c1	-9.9	11.7	i
Cn1c(CCN2CCCCC2)nc2cc(NS(=O)(=O)c3ccccc3)ccc21	-2.7	5.8	i
O=[N+]([O-])c1ccc(-[n+]2ccc3ccccc3c2)c([N+](=O)[O-])c1	-4.7	77.5*	i
c1ccc(-c2cn(C[C@H]3CC[C@@H]([C@@H]4CC[C@H](Cn5cc(-c6ccccc6)nn5)O4)O3)nn2)cc1	-42.7	36.0	i
CCOC(=O)c1c(C)[nH]c(C)c1S(=O)(=O)NCc1ccccc1OCC	14.2	62.3*	i
COc1cc(OC)cc(-c2nnc(SCC(=O)N(Cc3ccccc3)C(C)(C)C)o2)c1	17.9	16.1	i
Cn1c(NNC(=O)c2ccc(C(C)(C)C)cc2)cc(=O)n(C)c1=O	-10.5	5.2	i
CCc1nnc(NC(=O)CCc2ccccc2OC)s1	-12.6	17.6	i
Cc1cc(C)c(S(=O)(=O)N(CC(=O)O)CC(=O)O)c(C)c1	4.5	5.5	i
COC(=O)c1c(NC(=O)C(=O)NCCCN2CCOCC2)sc2c1CC(C)(C)OC2	-22.6	18.4	i
CN(C)S(=O)(=O)NCCNC(=O)c1cc(OCC(F)(F)F)ccc1OCC(F)(F)F	-2.4	16.1	i
NC(=O)CSc1nnc(-c2ccco2)n1-c1ccccc1	-2.4	-1.8	i
Cc1ccc(NC(=O)CN2CCc3ccccc3C2)cc1S(=O)(=O)N(C)C	-19.8	14.7	i
O=C(CSc1nnc(CNC(=O)c2c(F)cccc2Cl)o1)c1ccccc1	-12.6	10.4	i
CC(C)(C)c1nnc(NC(=O)C2c3ccccc3Oc3ccccc32)s1	-43.1	-15.3	i
O=C(CS(=O)CC(=O)NC12CC3CC(CC(C3)C1)C2)Nc1ccc(F)cc1 (centres undefined)	17.8	13.1	i
O=C(CSc1nc2nn(-c3ccccc3)c(=O)c-2c2n1CCCCC2)Nc1ccc(F)cc1F	-17.6	-0.8	/
NC(=O)c1ccsc1NC(=O)c1nc(-c2ccccc2)n(-c2ccccc2)n1	-16.2	48.2	i
CN(CC(=O)Nc1ccc2c(c1)CCC2)CC(=O)Nc1ccccc1Br	-5.8	39.5*	i
CCCn1c(SCC(=O)c2cc(C)n(C3CC3)c2C)n[nH]c1=O	0.9	2.4	/
C/C(N)=C(/C#N)C(=O)COC(=O)[C@@H](NC(=O)c1ccccc1Cl)C(C)C	-15.2	2.4	i
N/C(=N\OC(=O)C12CC3CC(CC(C3)C1)C2)c1ccccc1	-6.7	3.6	i
CC1(C(=O)O)Oc2cccnc2NC1=O (centres undefined)	16.9	2.0	i
CN1CCN(CC(O)COc2ccc(C(=O)O)cc2)CC1 (centres undefined)	-0.2	-2.0	i
COc1cc(C2=NOC(C(=O)NCc3cccs3)C2)cc(OC)c1OC (centres undefined)	-22.4	16.5	i
CC(=O)[C@@H]1[C@@H](C)N(Cc2ccccc2)C(=O)N[C@H]1c1cccc(C(F)(F)F)c1	-23.6	34.1	i
CN(Cc1cccs1)C(=O)Cc1c[nH]c2ccccc12	14.8	12.0	i
Cc1cccc(NC(=S)N(CCN(C)C)Cc2cc3cc(C)ccc3[nH]c2=O)c1	-25.5	30.7	i
C/C=C(\C)c1nnc(NC(=O)c2ccco2)s1	-4.9	25.0	i
O=Cc1ccnc(-c2ccc(OC(=O)c3ccco3)cc2)n1	-15.0	-0.6	i
O=C(COC(=O)CCCc1nc2ccccc2s1)NC(=O)NCc1ccco1	-6.3	5.1	i
Cc1ccc(NC(=S)NCc2ccc(Cl)cc2)c(OC(F)F)c1	-15.7	21.8	i
CCC(=O)C1CCCN(C(=O)CCc2nnc(-c3ccc4c(c3)OCO4)o2)C1 (centres undefined)	-10.3	11.6	i
O=S(=O)(NCCSCc1c(Cl)cccc1Cl)c1ccc2c(c1)OCCO2	-10.5	16.1	i
CCc1ccc(OCCOCC(O)CNC(C)(C)C)cc1 (centres undefined)	-14.2	2.6	i
CCOC(=O)C(=O)NNc1ccccc1OC	-3.4	-0.3	i
Cc1ccc(CSCCNC(=O)CN(c2cccc([N+](=O)[O-])c2)S(C)(=O)=O)cc1	-12.2	25.9	i
CC1CCCCN1C(=O)c1ccccc1NC(=O)c1ccco1 (centres undefined)	-16.9	32.9	i
Cc1nc2ccccc2c(=O)n1NC(=O)c1ccccc1Br	-3.1	-2.8	i
C=CCNCCOc1ccc(C(C)(C)c2ccccc2)cc1	-15.5	19.6	i
Other structures follow.
SMILES	OX1R antag-1	OX1R antag-2	CHT PAM
NC(=O)c1ccc(Nc2ccc3c(c2)CCC3)c([N+](=O)[O-])c1	-24.5	6.6	i
COc1cc(CCC(=O)N2CCN(S(=O)(=O)c3ccc(C)c(C)c3)CC2)cc(OC)c1OC	-30.2	2.8	i
CC(=O)Nc1cccc(C(=O)/C=C/c2ccc(/C=C/C(=O)c3cccc(NC(C)=O)c3)cc2)c1	-37.8	16.8	i
CCOc1cc(CNCc2cccnc2)cc(Br)c1OCC(N)=O	-10.8	-4.1	i
CCCn1cc(S(=O)(=O)c2ccc(Cl)cc2)c(=O)c2cc(OC)ccc21	-25.1	4.3	i
COc1ccccc1/C=C/C(=O)NC1CC2CCC1C2 (centres undefined)	-15.3	43.1	i
N=C(N)SCc1ccccn1	1.3	9.5	i
CCn1nc(C)c(/C=N/NC(=O)Cn2nnc(N)n2)c1C	-1.5	0.1	i
Cc1ccc(S(=O)(=O)c2c(COC(=O)c3ccc(Cl)cc3)c(-c3ccccc3)nn2C)cc1	-5.1	26.7	i
C=CC[N+]1(CC=C)CCOCC1	-13.6	0.2	i
CCCCC(=O)Oc1ccccc1C1SCc2cc(C)c(C)cc2CS1	-39.2	6.3	i
CCOc1ccc(C2NC(=O)Cc3cc(OC)c(OC)cc32)cc1 (centres undefined)	-28.5	9.7	i

Next part, overlapping the part above by 7 compounds.
SMILES	OX1R antag-1	OX1R antag-2	CHT PAM
COc1ccccc1/C=C/C(=O)NC1CC2CCC1C2 (centres undefined)	-15.3	43.1	i
N=C(N)SCc1ccccn1	1.3	9.5	i
CCn1nc(C)c(/C=N/NC(=O)Cn2nnc(N)n2)c1C	-1.5	0.1	i
Cc1ccc(S(=O)(=O)c2c(COC(=O)c3ccc(Cl)cc3)c(-c3ccccc3)nn2C)cc1	-5.1	26.7	i
C=CC[N+]1(CC=C)CCOCC1	-13.6	0.2	i
CCCCC(=O)Oc1ccccc1C1SCc2cc(C)c(C)cc2CS1	-39.2	6.3	i
CCOc1ccc(C2NC(=O)Cc3cc(OC)c(OC)cc32)cc1 (centres undefined)	-28.5	9.7	i
CCCCC1=CC2=C(c3ccco3)C(=O)C(C)(OC(=O)c3ccc(OC)cc3)C(=O)C2=CN1CC1CC1 (centres undefined)	-34.9	25.3	i
O=C(Cn1nnc2ccccc21)c1ccc(Br)cc1	-23.9	10.6	i
CCNc1ccc(Br)cc(C(=O)/C=C/c2ccc(Cl)cc2)c1=O	-2.6	13.2	i
COc1ccc(OC)c(N2CC(O)(c3cccs3)[N+]3=C2SCCC3)c1 (centres undefined)	-35.4	10.2	i
CN(CC(=O)Nc1ccc(Cl)c(C(F)(F)F)c1)C(=O)CCC(=O)c1ccccc1	-7.3	4.4	/
CN(C(=O)OC(C)(C)C)[C@H](Cc1ccccc1)C(=O)N[C@H]1CCCCNC1=O	-15.7	6.1	/
CCN(CC)CCCNC(=O)c1cn(CC)c2cc(N3CCN(C(=O)c4ccco4)CC3)c(F)cc2c1=O	-7.2	18.9	i
O=C(/C=C/c1nc2ccccc2s1)N1CCCCCC1	-30.8	18.1	i
O=C(CCc1ccccc1)NCC(=O)N/N=C/c1ccc(O)cc1O	-15.6	1.9	i
O=C(CSc1nncc2ccccc12)Nc1cccc(O)c1	-15.9	39.7	i
O=C(Nc1cccc(NC(=O)c2ccc(F)cc2)c1)c1ccc(F)cc1	-16.2	-8.8	i
CCC(=O)NC(c1ccccc1)c1c(O)ccc2ccccc12 (centres undefined)	-10.2	-4.0	i
NC(=O)C1Cc2ccccc2CN1C(=O)c1nn(Cc2ccccc2)c(=O)c2ccccc12 (centres undefined)	4.5	15.9	/
COc1ccccc1CN1CCN(Cc2ccc3ccccc3c2)CC1	-21.7	-4.1	i
Cn1c(=O)c2c(ncn2CC(=O)Nc2ccccc2)n(C)c1=O	-28.2	13.7	i
N=c1c2ccccc2nc2n1CCCCCCCCCCC2	-26.2	9.0	i
Cc1oc(CC(C)C)cc1C(=O)Nc1ccc(C(=O)O)cc1	6.1	9.6	i
Cc1cc(C)n(-c2nnc(NC34CC5CC(CC(C5)C3)C4)nn2)n1	1.6	11.8	i
COc1ccc(C(=O)N2CCCC2)cc1S(=O)(=O)N1CCC(C)CC1	-23.9	30.5	i
CCn1c(SCc2ccc(C#N)cc2)nnc1-c1ccc(S(=O)(=O)N2CCCCC2)cc1	-16.2	21.6	i
C[C@H]1CN([C@@H](C)CO)C(=O)c2cccc(NS(=O)(=O)c3cn(C)cn3)c2O[C@H]1CN(C)S(C)(=O)=O	-6.2	4.1	/
COc1ccccc1NCCC(=O)OCC(=O)NC1CCCCCC1	-28.5	13.2	i
Cc1ccc(C)c(CNc2ccc(S(=O)(=O)N3CCCCC3)cc2)c1	44.1*	2.7	/
CSc1nc2sc3c(c2c(=O)n1C)CCCC3	-16.4	8.4	i
O=c1[nH]c(SCCOc2cccc3ccccc23)nc2ccccc12	-18.6	7.1	i
COc1cc(CNC(C)c2ccccc2)cc(Cl)c1OCC(=O)Nc1ccccc1 (centres undefined)	-28.8	10.3	i
O=C1CCCN1CCNC(=S)Nc1ccccc1	13.6	4.4	i
COC(=O)Cn1cc(C(=O)c2ccco2)c2ccccc21	-17.5	14.3	i
